# KAT2A inh: qHTS Assay for Inhibitors of GCN5L2 | GCN5L2 HAT assay, ThioGlo1 CoA-SH fluorescence | actives 0.21% (n = 390,000) | Histone acetyltransferase KAT2A (Homo sapiens), Q92830 | AID 504327, 2011 | Potency, µM (doses to about 58.9 µM), for the others: top-dose activity change, negative = inhibition, most hits filed as inhibitors
# Target sequence (Q92830 whole entry, looked up): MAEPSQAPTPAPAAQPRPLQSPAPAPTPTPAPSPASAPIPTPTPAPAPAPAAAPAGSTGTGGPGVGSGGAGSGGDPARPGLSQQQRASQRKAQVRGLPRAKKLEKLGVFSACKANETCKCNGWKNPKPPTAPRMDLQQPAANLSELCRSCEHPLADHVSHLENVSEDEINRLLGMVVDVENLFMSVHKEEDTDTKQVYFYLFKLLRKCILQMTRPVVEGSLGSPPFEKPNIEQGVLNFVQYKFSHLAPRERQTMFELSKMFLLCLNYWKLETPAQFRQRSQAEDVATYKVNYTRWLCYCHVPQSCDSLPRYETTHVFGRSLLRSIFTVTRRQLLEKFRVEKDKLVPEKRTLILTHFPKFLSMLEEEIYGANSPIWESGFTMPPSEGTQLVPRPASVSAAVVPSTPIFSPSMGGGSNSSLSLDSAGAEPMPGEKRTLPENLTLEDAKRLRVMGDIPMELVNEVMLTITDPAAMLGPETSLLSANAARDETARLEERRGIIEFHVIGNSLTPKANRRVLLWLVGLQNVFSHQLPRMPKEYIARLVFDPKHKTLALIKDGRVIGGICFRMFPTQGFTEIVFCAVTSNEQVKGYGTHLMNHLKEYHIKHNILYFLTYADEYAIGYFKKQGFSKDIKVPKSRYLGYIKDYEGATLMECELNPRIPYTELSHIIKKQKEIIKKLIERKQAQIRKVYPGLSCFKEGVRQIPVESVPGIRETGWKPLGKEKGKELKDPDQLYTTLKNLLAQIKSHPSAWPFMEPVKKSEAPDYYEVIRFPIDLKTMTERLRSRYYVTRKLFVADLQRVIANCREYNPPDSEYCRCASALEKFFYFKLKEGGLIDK
#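 ThioGlo1-coupled HAT assay: 20nM GCN5L2, 70uM acetyl-CoA, 75uM H3(1-25) peptide, pH 7.5. Fluorescence read at 340/540nm at start and after 20 min at room temperature.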
# DT40 TDP1 CPT: qHTS for Inhibitors of human tyrosyl-DNA phosphodiesterase 1 (TDP1): qHTS in cells in presence of CPT. chicken DT40 Tdp1-/-;hTDP1 cells + 20 nM CPT, ATP luminescence, 48 h. Potency, µM (doses to about 46.2 µM), for inactives: at the top dose activity change, negative = growth inhibition, most hits filed as inhibitors. actives 12% (n = 420,000); also: nearly all actives have a fitted effect of over 55% in size
#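 Cell growth measured by CellTiter-Glo luminescence after a minimum 48 h, 37 C compound exposure with 20 nM CPT in Tdp1-knockout DT40 cells stably expressing hTDP1, seeded 400/well; qHTS titration format.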
# TDP1 cell noCPT: qHTS for Inhibitors of human tyrosyl-DNA phosphodiesterase 1 (TDP1): qHTS in cells in absence of CPT; DT40 Tdp1-/- hTDP1 cells, no CPT, ATP luminescence, 48 h; Potency, µM (series often up to 46.2 µM), without a hit: top-dose activity change, negative = growth inhibition, hits mostly inhibitors; actives 15% (n = 420,000); also: nearly all actives have a fitted effect of over 55% in size
#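 Readout: luminescence from CellTiter-Glo after 30 min in the dark at RT. Cells: DT40 Tdp1-/- with stable hTDP1, 400/well. Exposure: compounds alone, ≥48 hr, 37 °C.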
# The depositor's hits bear a star; ? = inconclusive; . = no result given. Calls follow the shape of the dose curve; as a rule, active = well fitted curve in the direction sought with a large enough effect; inconclusive = small, poorly fitted or top-dose-only effect, or another doubt; inactive = no such curve, though single readings can be large; an effect the other way counts as inactive or inconclusive. % is scaled to controls: 0 for no effect and ±100 for the full control effect; potency is read from the fitted curve at half-maximal effect.
# Each structure is followed by: KAT2A inh, DT40 TDP1 CPT, TDP1 cell noCPT
COc1ccc(NC(=O)C2CCCN(CCCc3ccccc3)C2)cc1OCC(C)C (stereo unspecified)
    -10%, 7.3µM*, 5.2µM*
C/C(=N/Nc1ccnc2cc(Cl)ccc12)c1ccc(O)cc1
    -9%, ?, ?
C=CCn1c(C)cc(C(=O)CSc2nc3ccccc3o2)c1C
    -4%, 16µM*, ?
Cc1ccccc1CSCC1Nc2ccc(C(=O)NCCc3ccccc3)cc2NC1=O (stereo unspecified)
    ., ?, ?
C=C(C)C1CC=C(CO)CC1 (stereo unspecified)
    1%, 15%, 6%
O=C(NNC(=O)c1ccccc1-n1cccc1)c1ccc(Cl)cc1Cl
    -4%, -8%, -11%
Cc1ccc(NC(=O)CCN2CCOCC2)cc1C
    -8%, -10%, 14%
CCOP(=O)(OCC)C(Nc1ccc(C(=O)O)cc1)c1ccccc1 (stereo unspecified)
    -7%, -15%, 17%
O=C(COc1ccc(Nc2ccccc2)cc1)OCC(=O)N1CCCCC1
    -2%, 8%, 18%
O=C(CCc1ccccc1)NCCc1cccs1
    -1%, 4%, 14%
Cc1ccc(-c2cc(C(=O)NCc3ccc4c(c3)OCO4)no2)cc1
    1%, -7%, -13%
COCCN=C1Sc2nc3ccc(C)cc3cc2CN1Cc1cccs1
    -6%, ?, 21µM*
COC(=O)[C@]12CCCCC=C1N(Cc1cccc3ccccc13)C(=O)[C@H](CC(=O)N1CCCCC1)C2
    ., ?, 23µM*
COc1ccc(S(=O)(=O)N(C)CC(=O)Nc2ccccc2SC)cc1Cl
    -7%, -25%, ?
CC(C)(C)NC(=O)C(c1ccnc2ccccc12)n1c(=O)c(-c2ccco2)nc2ccccc21 (stereo unspecified)
    ., ?, ?
CC(=O)c1ccc(C#CC(C)(C)O)s1
    3%, -5%, 0%
C/C(=N\O)C(C)(C)Nc1ccc(F)cc1
    -14%, -1%, -17%
COc1ccc2cc(C(c3nnnn3C(C)(C)C)N3CCSCC3)c(=O)[nH]c2c1 (stereo unspecified)
    -5%, -28%, -21%
CN(C)/C(Cn1cncn1)=C1/N=C(c2ccccc2)OC1=O
    -8%, -5%, -1%
CC1CCCN(Cc2csc(N)n2)C1 (stereo unspecified)
    -1%, 1%, -2%

# 3 structures from above, arranged by length of the SMILES, largest number first.
# Each structure is followed by: KAT2A inh, DT40 TDP1 CPT, TDP1 cell noCPT
O=C(NNC(=O)c1ccccc1-n1cccc1)c1ccc(Cl)cc1Cl
    -4%, -8%, -11%
O=C(COc1ccc(Nc2ccccc2)cc1)OCC(=O)N1CCCCC1
    -2%, 8%, 18%
C/C(=N\O)C(C)(C)Nc1ccc(F)cc1
    -14%, -1%, -17%

# Additional structures follow:
# Each structure is followed by: KAT2A inh, DT40 TDP1 CPT, TDP1 cell noCPT
COc1ccc(C2C(C#N)=C(C)NC(C)=C2C(=O)OC(C)C)c(OC)c1 (stereo unspecified)
    -20%, -24%, -18%
CCn1ncc(C(=O)Nc2ccccc2C)c1C
    -2%, 0%, -2%
COc1ccc(CNC(=O)c2cc(-c3ccc(C)c(C)c3)n[nH]2)cc1
    -5%, ?, 16µM*
O=C(NC(Cc1c[nH]c2ccccc12)C(=O)O)/C(=C/c1ccc2c(c1)OCO2)NC(=O)c1ccccc1 (stereo unspecified)
    -9%, -14%, -3%
CCOC(=O)COc1c(Cl)cc(C2NC(=S)NC(c3ccccc3)=C2C(C)=O)cc1OC (stereo unspecified)
    1%, -15%, -27%
Cc1ccn2c(Nc3ccc(F)cc3)c(-c3ccccn3)nc2c1
    -5%, 10µM*, 13µM*
Fc1ccccc1OCCCCSc1ncccn1
    -4%, -2%, -2%
Cc1ccc(-n2c(Cc3cccs3)nnc2SCC(=O)Nc2ccc(S(N)(=O)=O)cc2)cc1
    1%, 7%, -14%
Cc1ccc(-c2nnn(CC(=O)N(CC(=O)NCC3CCCO3)c3ccc(F)c(Cl)c3)n2)o1 (stereo unspecified)
    -3%, ?, -11%
O=C(Nc1nncs1)c1ccc(Br)c(S(=O)(=O)N2CCCC2)c1
    1%, -15%, -5%
O=C(OCc1ccccc1)N1Cc2ccnnc2CC1c1ccccc1Br (stereo unspecified)
    ., ?, ?
CN(C(=O)COC(=O)c1cc(S(=O)(=O)N2CCCCC2)ccc1N1CCOCC1)C1CCS(=O)(=O)C1 (stereo unspecified)
    -1%, 3%, 24%
CC1CCCCC12NC(=O)N(CC(=O)NCc1ccccc1)C2=O (stereo unspecified)
    1%, 4%, -1%
COc1ccccc1CCNC(=O)c1cccc(NC(=O)CC2SC(N3CCCCC3)=NC2=O)c1 (stereo unspecified)
    ., ?, ?
COc1ccc2cc(C#N)c(NC(C)C)nc2c1
    -1%, -28%, ?
CCn1c(SCC(=O)Nc2nc3ccccc3s2)nnc1-c1ccc(OC)cc1
    -19%, -12%, -24%
CCOC(=O)c1sc2nc(C)nc(N3CCN(c4ncccn4)CC3)c2c1C
    0%, ?, 15µM*
CC(C)(C)Nc1c(C2CCNCC2)nc2c(OCc3ccccc3)cccn12
    ., ?, ?
Cc1ccccc1CNC(=O)c1ccccc1SCC(=O)NCc1ccco1
    -18%, ?, ?
Cc1ccc(C)c(Cn2nnc3c(=O)[nH]c(C4CCN(C(=O)c5ccco5)CC4)nc32)c1
    -3%, 21µM*, ?
CCOc1ccccc1CNCC1CCCO1 (stereo unspecified)
    -16%, 3%, 5%
O=C(CCN1C(=O)c2ccncc2C1=O)Nc1ccc(F)cc1
    -8%, 5%, -4%
CCCC12CN3CC(CCC)(CN(C1)C3C(O)C(O)C(O)CO)C2=O (stereo unspecified)
    11%, -5%, -6%
O=C1N/C(=N/N=C/c2ccc(F)cc2)SC1c1ccccc1 (stereo unspecified)
    -8%, ?, ?
CCOC(=O)c1c(-c2ccccc2)nc2c(C)cccn12
    -1%, 15µM*, 16µM*
O=C(COC(=O)c1cccc(S(=O)(=O)N2CCN(c3ccccc3)CC2)c1)NCc1ccco1
    17%, -13%, -16%
CCOC(=O)N1CCN(S(=O)(=O)c2ccc(OCC)c3ccccc23)CC1
    -11%, 16µM*, 23µM*
Cc1ccc(C)c(Cn2c(=O)n(CCC(=O)NCc3ccc4c(c3)OCO4)c(=O)c3sccc32)c1
    -2%, ?, -26%
C=CCOC(=O)C1=C(C)Nc2nnnn2C1c1ccc(OC)cc1OC (stereo unspecified)
    -2%, -7%, -16%
CCN(CC)C(=O)C1CCCN(C(=O)CCn2nnnc2CN2CCOCC2)C1 (stereo unspecified)
    -24%, 4%, 5%
COc1ccc(-c2nc(Cn3c(SCc4ccc(C)cc4)nc4ccncc43)c(C)o2)cc1OC
    -11%, ?, ?
COc1ccc(C(=O)c2cn(Cc3cccc(C)c3)c3cc4c(cc3c2=O)OCCO4)cc1OC
    -2%, ?, 21µM*
O=C1CCCCCN1Sc1ccccc1
    -4%, 5.8µM*, 5.2µM*
CC(=O)OCC(=O)Nc1c(C)cccc1C
    -3%, -3%, 13%
CCOc1ccccc1NC(=O)Cn1c(=O)c(OCC)nc2cnccc21
    -1%, -2%, -17%
O=C(NC1CCN(C(=S)Nc2ccccc2)CC1)C1CCCCC1
    -19%, 0%, 1%
Nc1ccc(S(=O)(=O)N2CCC(Cc3ccccc3)CC2)cc1
    -8%, ?, -29%
C/C(CC(=O)NCCN1CCOCC1)=N\NC(=O)c1ccncc1
    -1%, 6%, 1%
N#C/C(=C\c1cccs1)C(=O)c1ccccc1
    -7%, -20%, ?
O=C(Nc1c(Cl)ccc2nsnc12)c1cccnc1
    0%, -13%, -6%

# Another view of part of the listing above.
CCOC(=O)c1c(-c2ccccc2)nc2c(C)cccn12
- KAT2A inh: -1%
- DT40 TDP1 CPT: 15µM*
- TDP1 cell noCPT: 16µM*

O=C(COC(=O)c1cccc(S(=O)(=O)N2CCN(c3ccccc3)CC2)c1)NCc1ccco1
- KAT2A inh: 17%
- DT40 TDP1 CPT: -13%
- TDP1 cell noCPT: -16%

CCOC(=O)N1CCN(S(=O)(=O)c2ccc(OCC)c3ccccc23)CC1
- KAT2A inh: -11%
- DT40 TDP1 CPT: 16µM*
- TDP1 cell noCPT: 23µM*

Cc1ccc(C)c(Cn2c(=O)n(CCC(=O)NCc3ccc4c(c3)OCO4)c(=O)c3sccc32)c1
- KAT2A inh: -2%
- DT40 TDP1 CPT: ?
- TDP1 cell noCPT: -26%

# Going on with the list.
# Each structure is followed by: KAT2A inh, DT40 TDP1 CPT, TDP1 cell noCPT
O=C1CCC(c2ccccc2)c2ccccc21 (stereo unspecified)
    ., -9%, -7%
CN(Cc1ccccn1)C(=O)CC1C(=O)NCCN1Cc1ccc(F)cc1Cl (stereo unspecified)
    -3%, -5%, 22%
CCc1ccccc1OCC(=O)OCC(=O)c1c(N)n(C)c(=O)n(C)c1=O
    -6%, 2%, -17%
Nn1c(COc2ccccc2F)nnc1SCC(=O)NC1CCCC1
    -8%, -14%, -4%
COc1ccnc(Oc2ccccc2)c1C#N
    17%, -10%, -9%
CCCCc1nc(SCCN2CCOCC2)c2c(=O)n(C)c(=O)n(C)c2n1
    -5%, 5%, -18%
COc1ccc(-c2cc(C(=O)OCC(=O)Nc3ccc4c(c3)OCO4)c3ccccc3n2)cc1
    2%, ?, 21µM*
CCOc1ccc(S(=O)(=O)N2CCC(C(=O)Nc3ccccc3N3CCCC3)CC2)cc1
    ., ?, 21µM*
O=C1CN(C(=O)COC(=O)CCc2ccccc2O)c2ccccc2N1
    -4%, -11%, -5%
C[C@H](CO)N1C[C@H](C)[C@@H](CN(C)C(=O)NC2CCCCC2)OCc2cnnn2CCCC1=O
    ., -7%, -5%
COc1cc(C(=O)NNC(=O)c2ccc(NC(=O)C(C)(C)C)cc2)cc(OC)c1OC
    0%, 2%, ?
C=CC[C@H](CC(=O)N(CCO)Cc1ccccc1)C(=O)N[C@H](COC(=O)[C@@H](CC=C)CC(=O)OC(C)(C)C)Cc1c[nH]c2ccccc12
    -15%, 23µM*, 16µM*
COc1ccc(-c2csc3ncnc(N4CCN(c5cccc(Cl)c5)CC4)c23)cc1
    -11%, ?, 16µM*
COc1ccc(Cn2ccc3nc(C)c(C(=O)N4CCN(c5ccccc5)CC4)cc3c2=O)cc1
    -3%, 3%, -7%
O=C(OCC(=O)c1cccs1)c1ccc([N+](=O)[O-])o1
    -14%, 8%, -11%
O=C(C(Cc1ccccc1)n1cccc1)N1CCCCCC1 (stereo unspecified)
    -10%, 1%, -17%
Cc1cc(Cl)n2c(nc3ccccc32)c1C#N
    -2%, 0.41µM*, 0.46µM*
CCc1ccc(N2C(=O)CC(N(CC3CCCO3)C(=O)/C=C/C(=O)O)C2=O)cc1 (stereo unspecified)
    -2%, -8%, 19%
CCCn1c(CNS(=O)(=O)c2ccc(C)cc2)nc2ccccc21
    8%, ?, ?
CC(C)N(C(=O)COC(=O)[C@@H]1CC(O)CN1S(=O)(=O)c1ccccc1[N+](=O)[O-])C(C)C (stereo partly specified)
    3%, 17%, -23%
COc1ccc(NC(=S)N(CCc2c(C)[nH]c3ccccc23)Cc2ccco2)cc1
    -2%, ?, ?
CCOC(=O)CNC(=O)C1COc2ccccc2O1 (stereo unspecified)
    -1%, 1%, -11%
CS(=O)(=O)c1ccc2nc(NC(=O)C3CC(=O)N(c4ccccc4)C3)sc2c1 (stereo unspecified)
    -3%, 0%, 3%
COCCN1C(=O)c2cc(C(=O)Nc3ccc(C)c(F)c3)ccc2C1Nc1ccc(C)c(F)c1 (stereo unspecified)
    -5%, ?, -13%
CCCCC(=O)Nc1nc(C)c(C(C)=O)s1
    -5%, ?, -20%
Cc1c(-c2ccccc2)cnc2c(C)cccc12
    ., -4%, ?
COc1cc(CCC(=O)NCc2ccc(Cl)cc2)cc(OC)c1OC
    -11%, -7%, ?
COc1ccccc1C(=O)NCC(c1cccnc1)N(C)C (stereo unspecified)
    -5%, -13%, -13%
Cc1cc(Cl)c(S(=O)(=O)NC2CCCC2)cc1OCC(N)=O
    2%, -1%, -29%
O=C(CCNc1n[nH]c(=O)[nH]c1=O)N1CCOCC1
    -6%, 3%, 17%
Cc1ccc(NC(=O)c2cnc(N3CCN(c4ccccn4)CC3)c3ccccc23)c(Br)c1
    -30%, 15µM*, 13µM*
COc1ccc(CCNC(=O)CN2CCN(Cc3ccc(F)cc3)C2=O)cc1OC
    -2%, ?, ?
Cc1ccc(C(=O)N(Cc2cc3cc4c(cc3nc2N2CCOCC2)CCC4)CC2CCCO2)cc1 (stereo unspecified)
    ., 1%, -17%
CCn1c(=O)c2c3c(sc2n2cnnc12)CCC3
    -2%, -26%, -19%
Cc1[nH]c(C)c(S(=O)(=O)NCc2ccc(OC(C)C)cc2)c1C(=O)N1CCCC1
    0%, -23%, -2%
Cc1ccccc1NC(=O)CS(=O)(=O)c1cn(CC(=O)N2CCOCC2)c2ccccc12
    -5%, -2%, -27%

# Assay outcomes (PubChem BioAssay)

# This is a subset (hit frequency here may not be typical).
